Source: PubChem BioAssay (National Center for Advancing Translational Sciences (NCATS))
VP16 counter: counter-screen for ROR gamma inhibitors: Gal4-VP16 reporter. Drosophila S2 Gal4-VP16 UAS-luciferase, luminescence, 20 h. Potency, µM (highest dose often 53.6 µM), for the others: top-dose activity, negative = inhibition, actives largely listed as inhibitors. 310,000 compounds, 3.5% hits. AID 2546;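 note: Gal4-VP16 expression switched on by copper sulfate through the metallothionein promoter; % is set by controls: 0 for no effect and ±100 for the full control effect; nearly all actives have a fitted effect of over 50% in size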
NPC1 prom act: activators of NPC1 promoter. AID 485313. Huh7 NPC1 promoter luciferase reporter, 24 h. 320,000 compounds, 2.4% hits. Potency, µM (highest dose often 9.22 µM), without a hit: top-dose activation, actives largely listed as activators;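 note: % of control where 0% means no effect; nearly all actives have a fitted effect of over 60% in size; reporter is driven by a mutant NPC1 promoter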
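Huh7 cells stably carrying NPC1 promoter–luciferase, plated in Opti-MEM with 10% FBS for 2 h, were exposed to compound in DMSO for 24 h at 37 °C; luciferase reagent was added for 10 min and luminescence read.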
uPA surface inh: blocks generation of uPA at the cell surface. cell surface uPA generation assay, qHTS. AID 540303. 330,000 compounds, 0.31% hits. Potency, µM (titrated, usually from 38.3 µM), inactives show top-dose activity change, negative = inhibition, usual class: inhibitors; active = well fitted inhibition curve with a large enough effect; inconclusive = small, poorly fitted or top-dose-only effect; inactive = no such curve, though single readings can be large or run the other way; tested in mouse RAW 264.7 cells; note: % is set by controls: 0 for no effect and ±100 for the full control effect; nearly all actives have a fitted effect of over 55% in size
Rab9 promoter act: activates the Rab9 promoter | AID 485297 | 320,000 compounds, 2.8% hits | Potency, µM (titrated, usually from 9.22 µM), for the others: at the highest dose activation, negative = inhibition, hits mostly activators | Huh7 Rab9 promoter-luciferase reporter, luminescence, 24 h; note: % of control where 0% means no effect; nearly all actives have a fitted effect of over 60% in size
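Huh7 reporter line, Rab9 promoter upstream of luciferase. Compound exposure 24 h at 37 °C in reduced-serum medium with 10% FBS. Read-out: luminescence.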
p53 reactivation: mutant p53 re-activation in reporter cells | H1299 p53-A138V BP100-luciferase reporter, luminescence, 24 h | 320,000 compounds, 0.063% hits | Potency, µM (series often up to 92.2 µM), without a hit: top-dose activity change, positive = activation, most hits filed as activators; note: % of control where 0% means no effect; nearly all actives have a fitted effect of over 45% in size
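H1299 (p53-null), stable ts p53-A138V + BP100-Luc; 1000 cells/well, Opti-MEM/10% FBS; cpd 4 pt, 1:5; 24 h, 37 deg C, 5% CO2; detection reagent 10 min RT; luminescence.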
BRCA1 expr up: increases BRCA1 expression; MCF7-BRCA1-FFLuc reporter, luminescence, 48 h; response scale: scaled: vehicle 0%, 10 µM genistein 100%; Potency, µM (top dose mostly 46.1 µM), for inactives: top-dose activation, usual class: activators; 380,000 compounds, 1.1% hits; note: nearly all actives have a fitted effect of over 80% in size; some results filed as inactive show a strong effect at the top dose
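Reporter cells (MCF7, BRCA1 promoter-firefly luciferase) received library compounds across a concentration series for 48 h. End-point luminescence was measured and concentration-effect curves derived after normalization.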
ELG1 genotoxic: inducers of genotoxicity in HEK293T ELG1-luciferase cells; HEK293T ELG1-luciferase reporter, luminescence, 16 h; Potency, µM (series often up to 46 µM), for the others: at the highest dose activity change, positive = activation, usual class: activators; 330,000 compounds, 1.3% hits; note: % of control where 0% means no effect; nearly all actives have a fitted effect of over 60% in size
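16 hr compound incubation (37 °C, 5% CO2) of HEK293T cells carrying luciferase-tagged ELG1; luciferase then measured by ONE-Glo luminescence after 30 min at RT.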
RORgamma inh: ROR gamma (mouse) transcription inhibition; P51450; Drosophila S2 Gal4-RORgamma UAS-luciferase reporter, 20 h; Potency, µM (series often up to 53.6 µM), for inactives: top-dose activity change, negative = inhibition, usual class: inhibitors; 310,000 compounds, 5.4% hits; AID 2551; note: % is set by controls: 0 for no effect and ±100 for the full control effect; nearly all actives have a fitted effect of over 60% in size
Target sequence (P51450 whole entry, looked up, the tested form may be a part): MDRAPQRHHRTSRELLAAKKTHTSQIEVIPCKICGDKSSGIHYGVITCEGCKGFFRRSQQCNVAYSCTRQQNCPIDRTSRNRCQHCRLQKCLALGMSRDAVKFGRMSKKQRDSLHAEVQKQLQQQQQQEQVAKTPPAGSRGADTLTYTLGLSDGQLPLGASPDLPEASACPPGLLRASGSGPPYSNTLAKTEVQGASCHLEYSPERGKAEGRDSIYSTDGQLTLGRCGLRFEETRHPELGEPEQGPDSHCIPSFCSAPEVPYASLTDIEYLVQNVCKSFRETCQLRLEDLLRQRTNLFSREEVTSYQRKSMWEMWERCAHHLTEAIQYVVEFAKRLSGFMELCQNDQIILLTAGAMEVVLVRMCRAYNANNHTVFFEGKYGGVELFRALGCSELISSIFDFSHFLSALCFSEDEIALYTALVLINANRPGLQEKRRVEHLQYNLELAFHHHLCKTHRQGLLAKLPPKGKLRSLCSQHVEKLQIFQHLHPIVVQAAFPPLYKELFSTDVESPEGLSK
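Luciferase reporter read in Schneider cells carrying Gal4-RORγ (mouse) and UAS-Photinus luciferase; cells given compound 1 h before 700 uM copper sulfate induction, then incubated 20 h at ambient temperature.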
FLuc modulator: inhibits or activates purified firefly luciferase, miR-21 counter-screen; Potency, µM (doses to about 57.5 µM), inactives show top-dose activity change, negative = inhibition, most hits filed as inhibitors; purified FLuc, Km substrates, luminescence inhibition; P08659; AID 588342; 360,000 compounds, 6.9% hits;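 note: plate controls were vehicle for no effect and reference inhibitor for full effect; nearly all actives have a fitted effect of over 55% in size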
Target sequence (P08659 whole entry, looked up): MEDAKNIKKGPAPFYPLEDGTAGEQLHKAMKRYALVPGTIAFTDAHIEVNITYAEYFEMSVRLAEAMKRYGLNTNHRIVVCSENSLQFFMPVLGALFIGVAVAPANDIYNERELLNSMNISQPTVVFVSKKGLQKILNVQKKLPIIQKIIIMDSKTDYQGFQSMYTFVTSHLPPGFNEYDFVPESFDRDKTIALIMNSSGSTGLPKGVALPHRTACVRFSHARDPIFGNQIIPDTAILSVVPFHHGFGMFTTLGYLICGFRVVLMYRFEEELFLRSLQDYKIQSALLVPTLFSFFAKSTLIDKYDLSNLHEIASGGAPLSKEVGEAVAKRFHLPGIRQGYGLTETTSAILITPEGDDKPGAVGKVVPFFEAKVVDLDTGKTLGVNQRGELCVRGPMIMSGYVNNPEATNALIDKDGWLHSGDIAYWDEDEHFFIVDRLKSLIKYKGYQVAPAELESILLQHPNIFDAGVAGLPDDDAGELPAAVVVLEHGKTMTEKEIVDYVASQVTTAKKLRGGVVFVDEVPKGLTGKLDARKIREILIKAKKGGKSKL
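Purified P. pyralis luciferase (10nM final) with 10uM D-luciferin and 10uM ATP (Km levels) in 50mM Tris acetate pH 7.5, 10mM Mg acetate, 0.01% Tween-20, 0.05% BSA; qHTS 6-point titration, ~60 µM downward; luminescence read.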
MBNL1-CUG inh: MBNL1-poly(CUG) RNA binding inhibition; Q9NR56; TR-FRET MBNL1-His/biotin-(CUG)12 binding, 665/545 ratio; Potency, µM (highest dose often 57.5 µM), inactives show at the highest dose activity change, negative = inhibition, usual class: inhibitors; 280,000 compounds, 0.036% hits; AID 2675; active = well fitted inhibition curve with a large enough effect in the signal ratio, with a control signal flat, not every such curve was filed as active; inconclusive = small, poorly fitted or top-dose-only effect, or effect the other way, or a change in a side signal; inactive = no such curve, though single readings can be large or run the other way; the % refers to the signal ratio; note: % is set by controls: 0 for no effect and ±100 for the full control effect
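Inhibition of protein-RNA binding appears as loss of TR-FRET between terbium anti-His antibody on MBNL1-His and streptavidin-XL665 on biotin-(CUG)12. Activity is normalized to buffer-only and uninhibited-complex controls.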
* marks the source's active call; other numbers are inactive results; ? = inconclusive; nt = not tested or not shown; & = joins results of further samples; [ ] = another dose, or the depositor's remark. Unless noted, calls come from the whole dose curve; as a rule, active = well fitted curve in the direction sought with a large enough effect; inconclusive = small, poorly fitted or top-dose-only effect, or another doubt; inactive = no such curve, though single readings can be large; an effect the other way counts as inactive or inconclusive. Potency is the fitted concentration of half-maximal effect.

SMILES	VP16 counter	NPC1 prom act	uPA surface inh	Rab9 promoter act	p53 reactivation	BRCA1 expr up	ELG1 genotoxic	RORgamma inh	FLuc modulator	MBNL1-CUG inh
COCCSc1nnc(NC(=O)C2CCN(C(=O)c3ccco3)CC2)s1	1%	-4%	3%	-6%	4%	-10%	-3%	?	1%	-1%
Cc1ccc(C(=O)NNc2c3ccccc3nc3ccccc23)cc1	?	-4%	2%	-5%	-4%	68%	-28%	6%	?	?
COc1ccc(-c2c(-c3ccc(OC)nc3)c3ccccc3n2C)cc1	nt	nt	?	nt	12%	0%	0%	nt	nt	nt
Cc1ccc2c(Cl)cc(Cl)c(OCC(=O)N3CCOCC3)c2n1	nt	-4%	7%	-2%	-6%	1%	3%	nt	0%	nt
C=CCn1c(SCC(=O)c2cc(C)n(CCOC)c2C)nc2sc(C)c(C)c2c1=O	-26%	-2%	5%	8%	-5%	3%	1%	24%	?	17%
Cn1nnnc1SCc1c(F)cccc1F	0%	2%	nt	-3%	-5%	5%	-2%	1%	0%	1%
Cc1cc(Cl)ccc1OCC(O)CN1C(C)CCCC1C (stereo not drawn)	-7%	1%	nt	0%	-3%	nt	-5%	-21%	-2%	-9%
Clc1ccc(CSc2nnnn2-c2ccc3c(c2)OCO3)c(Cl)c1	-5%	0%	-2%	-4%	-6%	-28%	-6%	15%	3%	-2%
O=C(C[n+]1ccc(C(=O)N/N=C/c2ccc(OCc3ccccc3)cc2)cc1)c1ccccc1	?	3%	-5%	2%	13%	?	15%	?	-7%	?
CN(C)C(CNc1ccc(C(F)(F)F)cc1[N+](=O)[O-])c1ccccc1 (stereo not drawn)	0%	10%	4%	4%	30%	-36%	-7%	0%	2%	?
O=[N+]([O-])c1cc(CSC2=NCCN2)ccc1O	-3%	-2%	-2%	1%	3%	6%	0%	-5%	-2%	19%
CCCCCCC(=O)OC1CC(C)(C)NC(C)(C)C1	-7%&-3%	-2%[46.1 µM]	nt	2%[46.1 µM]	nt	nt	nt	-5%&-20%	nt	nt
NC(=O)c1cc(S(=O)(=O)Nc2cccc(Cl)c2)cs1	-7%	3%	-1%	0%	-2%	-11%	-3%	23%	-1%	-3%
CCCCS/C(=C(/C#N)C(N)=O)c1cc2c([nH]1)CCCC2	3%	-1%	-12%	-1%	?	-58%	-7%	18%	1%	?
CCOc1ccc(NC(=O)COC(=O)Cc2ccc(S(=O)(=O)N3CCOCC3)s2)cc1	-4%	10%	-3%	3%	0%	2%	3%	33%	-10%	7%
CCC(C)(C)n1nnnc1C(c1cccs1)N1CCc2ccccc21 (stereo not drawn)	11µM*	27%	-22%	-1%	4%	-7%	-10%	?	8%	-9%
O=C(c1cc(NC(=O)C23CC4CC(CC(C4)C2)C3)cc(NC(=O)C23CC4CC(CC(C4)C2)C3)c1)N1CCCCC1	0%	-30%	1%	-27%	nt	-43%	nt	33%	0%	9%
COc1cc2cc(C(=O)N/N=C/c3ccccc3Cl)[nH]c2cc1OC	-7%	-4%	-3%	-3%	-5%	-10%	-5%	0%	17µM*	9%
Cc1noc(C)c1S(=O)(=O)N1CCC(C(=O)N2CCN(c3ccc(Cl)cc3)CC2)CC1	-6%	-1%	-11%	-10%	-1%	-16%	-12%	39%	15%	-3%
Cc1occc1C(=O)NC(C)CCc1ccccc1 (stereo not drawn)	1%	3%	-2%	-5%	1%	11%	0%	19%	5%	-12%
O=S(=O)(c1cccc(COc2ccc(Cl)cc2Cl)c1)N1CCOCC1	6%	2%	-1%	1%	11%	-10%	-9%	?	-6%	-2%
COc1cc2c(C#CCCCO)c(-c3ccc(C#N)cc3)oc(=O)c2cc1OC	nt	-3%	-10%	-5%	10%	-8%	3%	nt	0%	nt
CC(=O)N(C)c1ccc(NC(=S)NCC(C)C)cc1	-6%	4%	11%	5%	10%	8%	9%	-18%	-3%	-9%
CN(C(=O)c1ccc(NC(=O)C2CCCN(C(=O)OC(C)(C)C)C2)cc1)C1CCC1 (stereo not drawn)	nt	nt	6%	nt	-7%	-17%	-1%	nt	nt	nt
COc1ccc(NC(=O)c2sc(N3CCOCC3)nc2-c2ccccc2)c(OC)c1	-17%	0%	5%	-4%	-23%	-47%	-7%	?	-2%	230%[activator]
CN(C)c1ccc(CNC23CN4CN(CN(C4)C2)C3)cc1	-6%	0%	1%	0%	-2%	-8%	1%	-1%	-1%	0%
COc1cccc(CNC(=O)c2cc3oc4ccccc4c3n2C)c1OC	-11%	0%	8%	7%	?	6%	7%	4%	?	32%[activator]
Cc1ccc(CN2CCNC(=O)C2CC(=O)N(Cc2c(C)nn(C)c2C)C2CC2)o1 (stereo not drawn)	-1%	-3%	0%	1%	2%	0%	1%	-12%	1%	-13%
O=C(Cn1c(O)c(/C=C2\C=Nc3ccccc32)sc1=O)Nc1ccc2c(c1)OCO2	-15%	-1%	9%	1%	12%	3%	1%	-44%	3%	2%
CCOC(=O)c1c(NC(=O)c2cc3n(n2)C(C(F)(F)F)CC(c2ccccc2)N3)sc(C)c1C (stereo not drawn)	-4%	0%	14%	-6%	-19%	-44%	8%	1%	1%	-6%
O=C(OCc1nc2scc(-c3ccccc3)c2c(=O)[nH]1)c1ccco1	nt	-2%	5%	-2%	12%	-3%	0%	nt	-4%	nt
Cc1cccc(OCC(=O)NCC(c2cccs2)N2CCOCC2)c1 (stereo not drawn)	nt	2%	0%	2%	1%	4%	0%	nt	3%	nt
Cc1cc(NC(=O)c2ccc(C#N)cc2)on1	-6%	19%	-5%	5%	5%	38%	8%	-15%	?	-3%
CCCCN1C(=O)c2ccc(C(=O)Nc3ccc(C)c(S(=O)(=O)N(C)C)c3)cc2C1=O	?	-8%	-9%	-9%	7%	-50%	-3%	?	-17%	?
O=C(Nc1cc(C(F)(F)F)ccc1N1CCOCC1)c1cccc(F)c1	10%	nt	13%	nt	nt	-29%	nt	-23%	-2%	-10%
CC(C)CN(C(=O)CSc1n[nH]c(-c2cccs2)n1)C1CCS(=O)(=O)C1 (stereo not drawn)	nt	1%	-4%	-3%	?	-41%	1%	nt	-20%	nt
COc1ccc(S(=O)(=O)N2CCC(C(=O)Nc3nnc(C)s3)CC2)cc1OC	nt	-4%	3%	2%	-1%	-8%	-25%	nt	-3%	nt
COc1ccc(NC(=O)/C(C#N)=C\c2cc(OC)c(OCc3ccc(C(=O)O)cc3)cc2Br)cc1	-8%	1%	-9%	1%	2%	16%	?	-23%	?	3%
O=C(CN1CCN(c2ccc(O)cc2)CC1)Nc1ccc2c(c1)OCCO2	3%	6%	-9%	-1%	0%	-1%	-7%	-18%	-7%	4%
CCC(C)CCN1CCN=C1Nc1ccccc1 (stereo not drawn)	nt	5%	-12%	-11%	-3%	-23%	1%	nt	0%	nt
CCn1cc(C(=O)O)c(=O)c2cc(F)c(N3CCN(S(=O)(=O)c4ccc(Br)cc4)CC3)cc21	-23%	-6%	nt	0%	-24%	nt	-10%	?	-1%	-9%
COc1ccc(N2CCN(C(CNS(C)(=O)=O)c3ccco3)CC2)cc1 (stereo not drawn)	8%	-1%	22%	5%	4%	9%	-7%	-8%	-1%	1%
COc1ccccc1C(=O)NCC(=O)OCC(=O)Nc1cccc(S(=O)(=O)N(C)C)c1	-3%	-2%	1%	-10%	-3%	-31%	0%	-1%	-7%	-6%
Cn1cc(/C=C/c2nc3ccccc3c(=O)n2-c2cccc([N+](=O)[O-])c2)c2ccccc21	-3%	-4%	3%	-6%	-1%	-40%	?	1%[10 µM]	1%	nt
COc1ccc(Nc2cc(C(=O)NCc3ccco3)c3ccccc3n2)c(OC)c1	-1%	-3%	-5%	-3%	2%	15%	-6%	?	15µM*	-18%
CCOC(=O)c1c(C)[nH]c(C)c1S(=O)(=O)N(C)CC(=O)NCc1cccc(Br)c1	5%	6%	2%	-2%	-15%	-1%	-1%	2%	1%&-8%	-5%
Cc1ccc(OCCn2cc(/C=C(\C#N)C(=O)NCC3CCCO3)c3ccccc32)cc1C (stereo not drawn)	-9%	-1%	-5%	-6%	-6%	-29%	-5%	41%	-17%	nt
N#C/C(=C\c1ccccc1Br)C(=O)NC1CC1	-4%	-3%	9%	-1%	2%	0%	-12%	-9%	2%	-7%
CCCCNC(=O)/C(=C\c1ccc([N+](=O)[O-])o1)NC(=O)c1ccccc1	4%	-2%	-5%	6%	9%	-59%	-9%	?	3%	nt
Cc1c(NS(=O)(=O)c2cccc(C(=O)O)c2)c(=O)n(-c2ccccc2)n1C	1%	-4%	-4%	6%	9%	13%	1%[9.26 µM]	0%	1%&5%	2%
COc1ccc2[nH]c3nc(SCC(=O)Nc4cccc(NC(C)=O)c4)nnc3c2c1	-2%	-1%	-5%	7%	11%	45%	14%	17%	?	?
CC1(C)Cc2noc(N)c2C(C)(C)N1OC(=O)c1cccs1	-13%	1%	2%	3%	-8%	65%	-3%	-20%	4%	-5%
O=C(O)COc1ccccc1/C=N/NC(=O)CSc1nc2ccccc2n1Cc1ccccc1Cl	-3%	0%	2%	9%	2%	0%	0%	-9%	0%	nt

An unsorted share of the library; overall some 13% were active at least once.
